Compound activity as filed in PubChem.
PglD DTNB – PglD (C. jejuni) enzyme inhibition. inhibition, % at 12.5 µM. purified PglD enzyme, DTNB colorimetric CoA detection. AID 602405. hit rate 0.098% among 360,000; in the data active means inhibition above about 16%, passing the limit was not always enough; further: strong numbers were not always called active
F508del corr – correctors of CFTR F508del function in bronchial epithelial cells; CFBE cells, YFP halide quenching; stimulated with forskolin plus potentiator P3; % fluorescence drop versus neutral controls; hit rate 0.36% among 350,000; activity (quench increase), % at 7.58 µM; AID 720511;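 active means mean added fluorescence quench of at least 8% versus neutral control, with both replicates also reaching 8%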;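 further: cells transiently co-express mutant CFTR-F508del with the halide-sensitive YFP; corrector assay measuring rescue of mutant channel to the surface after 24 h compound exposure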
PGC1a acetyl inh – PGC1a acetylation modulation, inhibitor mode. inhibition, % at 15.6 µM. AID 651687. hit rate 0.17% among 350,000. U2OS PGC1a acetylation, AlphaScreen anti-acetyl-lysine; with virally co-expressed GCN5 acetyltransferase;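 active means every replicate shows inhibition of at least 40%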;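 further: 0% = neutral control wells and 100% = positive control wells; some results beyond the cut were filed as inactive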
FN deposition inh – fibronectin deposition inhibition; AH1F fibroblasts, Alexa488-fibronectin deposition fluorescence, overnight; inhibition, % at 12.6 µM; hit rate 0.086% among 350,000;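 active means mean inhibition across replicates of 30% or more, regardless of how many single replicates reach that level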;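 further: positive control wells lacked labelled fibronectin entirely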
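Material – AH1F fibroblast monolayer, labelled fibronectin deposition · Reagent – labelled fibronectin 24 nM · Timing – 1 h adhesion, overnight exposure · Measured by – fluorescence at 485 nm excitation, 525 nm emission · Read-out – inhibition of fibronectin deposition signal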
GSIS activator – GLuc luminescence reporter in INS-1E cells, primary screen for activators of glucose-dependent secretion of insulin | INS-1E GLuc reporter insulin secretion, 2-3 h | activation, % at 16.6 µM | hit rate 0.61% among 370,000 | AID 743287;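 active means lowest replicate activation of at least 40%, so every replicate reaches that level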;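 further: 0% = median of neutral control wells and 100% = median of IBMX positive control wells; some compounds called inactive have numbers as strong as hits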
Cneo AK release – Cryptococcus neoformans lysis via adenylate kinase release | C. neoformans lysis, adenylate kinase release luminescence, 4 h; normalised: neutral wells 0, clomiphene wells 100 | lysis activity, % at 15 µM | hit rate 0.2% among 360,000 | AID 651654;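 active means mean lysis activity across replicates of at least 80%, whatever share of replicates individually reach that level; inactive means mean lysis activity below 80%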
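read-out = cell lysis signal | test system = log-phase Cryptococcus neoformans yeast cells | input = cells at 5 × 10^6 per mL | medium = fresh YPD growth medium | signal = luminescent adenylate kinase detection reagent | timing = 4 h at 37 °C static, read 1 h later | dosing = single dose | controls = Clomiphene as positive lysis control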
miR-122 sensor – blocks miR-122 activity in Huh7 sensor cells; Huh7 miR-122 Renilla luciferase sensor, 48 h; neutral wells = 0, positive control = 100; activation (reporter increase), % at 12.5 µM; hit rate 0.3% among 340,000;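 active means mean replicate activation score at least 90 and every replicate individually at or above 90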;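 further: higher luciferase means less miR-122 activity so hits act as miR-122 inhibitors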
C2C12 statin – suppressors of simvastatin-induced myotoxicity in C2C12 myotubes | ATP luminescence, 48 h; scaled: DMSO 0, geranylgeraniol control 100 | AID 602340 | rescue of ATP level, % at 7.49 µM | hit rate 0.78% among 330,000;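 active means mean ATP rescue above about 67%, or every replicate alone reaching that limit, limit read from the data, passing the limit was not always enough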;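 further: myotubes were challenged with 10 µM simvastatin during compound exposure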
Active calls of the source: *; x = not tested or not shown; [ ] = remark or other dose.

compound	PglD DTNB	F508del corr	PGC1a acetyl inh	FN deposition inh	GSIS activator	Cneo AK release	miR-122 sensor	C2C12 statin
COc1cc(NC(=O)CCNC(=O)Cn2cnc3sc4c(c3c2=O)CCCC4)cc(OC)c1OC	1	-0.8	1	-13	-1	0	-5	-1
CC(C)=CCC/C(C)=C/CNC(=O)C[C@H]1C[C@H](C(=O)N2CCOCC2)[C@@]2(C)c3[nH]c4ccc(Cl)cc4c3CCN2C1=O	1	2.3	-2	-15	-22	-2	-16	-1
O=c1oc2c(CN3CCCCC3)c(O)ccc2cc1-c1nc2ccccc2[nH]1	1	0.8	-9	x	-2	-1	-7	-5
O=C(NC(=S)Nc1ccccc1N1CCOCC1)c1ccc(Br)cc1	-3	-0.3	5	2	16	14	-6	x
O=C(c1cnccn1)N1CC(=O)N2[C@H](CO)[C@@H](c3ccc(C#CC4CCCCC4)cc3)[C@@H]2C1	x	2.6	-15	-2	20	x	x	x
Cc1cc(NC(=O)NC2CC(=O)N(c3ccc4c(c3)OCCO4)C2)no1 (stereo not drawn)	-3	-0.1	-9	-4	-4	-4	3	6
Cc1occc1C(=O)Nc1ccc(S(=O)(=O)N2CCCC2)cc1	-2	x	1	x	x	-4	1	-40
Nc1ccc(OCc2ccco2)cc1	9	2.7	10	x	-8	-2	-9	-2
O=C(CSc1ccccc1)Nc1ccc(S(=O)(=O)NCC2CCCO2)cc1 (stereo not drawn)	-3	-0.2	-9	x	-15	1	3	13
COCc1[nH]nc2c1C(c1ccc(OC)cc1)C(C#N)=C(N)O2 (stereo not drawn)	3	x	-21	10	x	1	5	-19
COCC(=O)Nc1ccc2c(c1)OC[C@H](C)N(C(=O)c1cnccn1)C[C@H](C)[C@@H](OC)CN(C)C2=O	x	-1.8	0	-8	-8	x	x	x
O=C(O)c1cc(=O)c2ccccc2[nH]1	-3	-0.3	-4	x	0	0	2	-6
CO[C@H]1CN(C)C(=O)c2ccc(NS(=O)(=O)c3ccc(C)cc3)cc2OC[C@@H](C)N(Cc2nccs2)C[C@H]1C	2	-3.2	-4	-1	-20	-1	x	11
CCCN(C(=O)c1cc(S(=O)(=O)N(C)c2ccccc2OC)ccc1C)C1CCS(=O)(=O)C1 (stereo not drawn)	-2	-0.5	9	-4	8	-1	12	2
Cc1noc(C)c1NC(=O)Nc1ccc2c(c1)C(=O)N([C@@H](C)CO)C[C@@H](C)[C@H](CN(C)C(=O)Nc1cccc3ccccc13)OCCCC[C@@H](C)O2	-1	0.4	5	4	0	-14	-15[16.7 µM]	x
CC(C)=CCN1CCN(CCCc2ccccc2)CC1CCO (stereo not drawn)	0	0.3	x	-6	-25	0	x	12
Cc1ccn2cc(CCNC(=O)c3ccc(Br)o3)nc2c1	2	-1.6	5	-1	33	0	-2	13
COc1cc(/C=C/C(=O)Nc2cc(S(=O)(=O)N3CCOCC3)ccc2N2CCCC2)cc(OC)c1OC	0	1.0	x	5	-13	2	-4	-7
CCNS(=O)(=O)c1ccc(CCC(=O)N2CCN(c3ccccc3)CC2)cc1	1	0.7	4	-3	-3	7	-3	5
Cc1ccc(S(=O)(=O)NCc2ccccc2)cc1C(=O)NC1CCC(C)CC1 (stereo not drawn)	1	-1.1	x	18	-47	-1	30	4

3 compounds from above, ordered by the value under miR-122 sensor, descending:
| mol | PglD DTNB | F508del corr | PGC1a acetyl inh | GSIS activator | miR-122 sensor |
| --- | --- | --- | --- | --- | --- |
| Cc1ccc(S(=O)(=O)NCc2ccccc2)cc1C(=O)NC1CCC(C)CC1 (stereo not drawn) | 1 | -1.1 | x | -47 | 30 |
| Cc1cc(NC(=O)NC2CC(=O)N(c3ccc4c(c3)OCCO4)C2)no1 (stereo not drawn) | -3 | -0.1 | -9 | -4 | 3 |
| O=C(NC(=S)Nc1ccccc1N1CCOCC1)c1ccc(Br)cc1 | -3 | -0.3 | 5 | 16 | -6 |

(more compounds)
compound	PglD DTNB	F508del corr	PGC1a acetyl inh	FN deposition inh	GSIS activator	Cneo AK release	miR-122 sensor	C2C12 statin
O=C(C[C@@H]1CC[C@@H](NC(=O)Nc2ccc(C(F)(F)F)cc2)[C@@H](CO)O1)NCc1ccccn1	1	1.6	3	x	-18	-2	x	-3
COc1ccccc1C(CNC(=O)C(CCSC)NS(=O)(=O)c1ccccc1F)N1CCCC1 (stereo not drawn)	x	0.1	x	-7	-12	x	x	1
CCNC(=S)NC(=NCc1cccnc1)Nc1nc(C)cc(C)n1	6	7.7	1	3	31	-1	-3	-4
O=C(O)c1nc(NCCc2ccccc2)ncc1Cl	1	-1.2	0	5	-3	1	-2	0
O=[N+]([O-])c1ccc(OCCCCCN2CCOCC2)cc1	-6	1.0	-3	4	21	-4	7	-6
N#Cc1ncn(-c2ccc(Oc3ccccc3)cc2)c1N	x	-2.1	2	4	-3	x	x	x
COc1ccccc1N1CCN(C(=O)C(C)NC(=O)c2ccco2)CC1 (stereo not drawn)	-4	-0.4	x	14	9	-2	x	-1
CCCOc1ccc(C(=O)CCC(=O)OCC(=O)N(CC)c2c(N)n(Cc3ccccc3)c(=O)[nH]c2=O)cc1	1	-1.6	3	-1	-3	0	0	0
Cc1ccc([N+](=O)[O-])cc1N=C(c1cccc([N+](=O)[O-])c1)N1CCOCC1	1	x	0	7	x	0	-5	x
COc1cccc(CN(C)S(=O)(=O)c2ccccc2Br)c1	-5	-0.3	x	-10	5	-2	21	-2
S=C(c1c[nH]c2ccccc12)N1CCCC1	4	1.0	-2	4	-6	-2	1	16
O=C(Nc1ncc2c(n1)-c1ccccc1OC2)c1ccccc1Cl	6	x	x	9	x	2	-10	25
CNC(=O)c1ccc(S(=O)(=O)c2ccc(Cl)cc2)c(NC(C)=O)c1	-2	-0.5	x	5	11	-1	-2	-1
O=C(c1ccccn1)N1C[C@H]2[C@@H](c3ccccc31)[C@@H](CO)N2C(=O)C1CC1	3	-3.3	-6	3	-8	-4	10[16.7 µM]	1
CN(C)CC(=O)N1[C@H](C#N)[C@H](c2ccccc2-c2cccc(C(=O)N(C)C)c2)[C@@H]1CO	x	-1.2	3	-4	-3	x	x	x
O=C1CC2CS(=O)(=O)CC2N1c1ccc(Oc2ccccc2)cc1 (stereo not drawn)	-2	x	0	4	x	0	-4	-3
O=C(Nc1ccc(F)cc1)N[C@H]1CC[C@@H](CC(=O)N2CCOCC2)O[C@@H]1CO	0	-2.0	-20	-7	20	1	-6[16.7 µM]	-5
CSc1nc(NCc2ccccc2)c2c3c(sc2n1)CN(C)CC3	4	x	x	-6	x	1	12	12
CCOc1ccccc1NC(=O)CSc1nc2c(c(=O)n1C)SC(C)C2 (stereo not drawn)	2	0.7	-7	-3	x	1	-2	-8
CC(C)NC(=O)N(C)C[C@H]1Oc2ncc(C3=CCCCC3)cc2C(=O)N([C@@H](C)CO)C[C@H]1C	4	-1.9	11	-1	3	6	4[16.7 µM]	-8
CC(=O)NS(=O)(=O)c1ccc(NC(=O)COc2cccc3c2OC(C)(C)C3)cc1	-3	-2.5	2	-1	28	-1	-5	-1
COc1cc2c(cc1OC)CN(C(=O)/C=C/c1ccc([N+](=O)[O-])cc1)CC2	-2	-4.2	x	10	3	-4	x	-11
O=C(/C=C/[C@H]1O[C@@H](n2cnc3c(NC(=O)c4ccccc4)ncnc32)[C@H](O)[C@@H]1O)NCCCc1ccccc1	5	5.5	-7	6	-5	4	1	5
O=C(NCc1ccc(Cl)cc1)C1CCCN(S(=O)(=O)c2cnc[nH]2)C1 (stereo not drawn)	-1	-1.6	1	0	10	0	2	15
CCNC(=S)N/N=C/c1ccco1	2	x	8	0	-3	4	-4	2
COC(=O)C1=C(C)NC(=O)/C1=C\c1ccc2c(c1)OCO2	-4	x	2	5	x	3	6	3
Cc1cc(C(C)(C)C)cc(C)c1Cn1c2[n+](c3ccc(C(F)(F)F)cc31)CCCCC2	x	2.6	0	-5	-2	x	x	x
CC1CN(c2ccc(NC(=O)c3ccco3)cc2C(=O)O)CC(C)O1 (stereo not drawn)	x	-16	-2	3	-7	x	-7	-6
COc1ccc(NC(=O)CNC(=O)Cn2c(C)cc3ccccc3c2=O)cc1OC	x	-2.9	7	-9	-9	x	x	x
O=C(CN1CCOCC1)N1CC[C@@H]2[C@H](CO)Nc3ccc(-c4ccccc4)cc3[C@@H]21	0	0.7	-15	-5	20	5	6[16.7 µM]	5
CCC(C)C(NC(=O)C(CC(C)C)NC(=O)C(CO)NC(=O)C1CCC(=O)N1)C(=O)OC (stereo not drawn)	x	-0.9	4	-5	-2	x	-5	-5
CCN(CC(=O)NC(=O)Nc1ccccc1F)Cc1ccccc1	x	1.9	x	-2	-7	x	x	-34
COc1ccc([N+](=O)[O-])cc1NCc1cccnc1	x	-2.6	7	10	22	x	x	x
C[C@@H]1ON(C)[C@H]2C[C@H]3c4cc(N5CCN(C)CC5)ccc4CCN3C(=O)[C@@H]12	-3	1.9	4	10	9	2	-5	8
CCOC(=O)C1=CN(Cc2cccc(F)c2)S(=O)(=O)NC1c1ccccc1 (stereo not drawn)	0	2.1	x	x	-8	-1	x	11
Cc1noc(C)c1NC(=O)Nc1ccc2c(c1)C(=O)N([C@@H](C)CO)C[C@H](C)[C@@H](CN(C)C(=O)Nc1cccc3ccccc13)OCCCC[C@H](C)O2	-1	-2.7	-5	-5	4	-6	0[16.7 µM]	x
COc1ccc(-c2ccc([C@H]3[C@H]4CN(C(=O)C5CCC5)CC(=O)N4[C@H]3CO)cc2)cc1	x	0.8	-1	-14	-17	x	x	x
COc1ccc(CCN(Cc2nc3ccccc3c(=O)[nH]2)C(=O)C2CC2)cc1	0	0.3	0	3	8	-1	3	0
CC(=O)c1c(O)c2ccccc2n(C(C)C)c1=O	6	0.5	x	8	0	2	-3	15
CC(C)NC(=O)c1ccc(CN2CCc3ccccc3C2)cc1	17	-0.2	x	10	-7	-2	1	3
N#C[C@H]1N[C@@H](CO)[C@H]1c1ccc(C2=CCCC2)cc1	-2	-3.7	14	10	4	-2	x	-15
Cn1cc([N+](=O)[O-])c(C(=O)N2CCN(Cc3ccc4c(c3)OCO4)CC2)n1	3	-3.8	3	-3	6	0	-3	x
CCOC(=O)/C(C#N)=C1/C=C(C)NC(c2ccccc2O)=N1	1	x	5	1	-44	-1	6	-181
Clc1ccc(-c2nnc(-c3cccnc3)o2)cc1	-1	4.4	2	-7	-1	2	-13	-1
OCCNCCO	6	-2.5	-3	x	5	0	-4	-2
CC(C)CCOP(=O)(c1ccc(N(C)C)cc1)C(O)c1ccccc1F (stereo not drawn)	4	x	7	-5	x	-2	48	4
O=C1CCCC2=C1Sc1ccccc1N2	-3	-0.4	-12	8	x	-5	2	x
COC(=O)Cc1c(C)c2ccc(OCC(=O)NCc3ccc4c(c3)OCO4)cc2oc1=O	-2	x	-5	x	x	-10	3	2
C[C@@H]1CN([C@H](C)CO)C(=O)c2cc(-c3ccccc3F)cnc2O[C@@H]1CN(C)C(=O)C1CCOCC1	2	-0.3	-8	x	-6	1	-1[16.7 µM]	17
CCC(=O)N(C)C[C@H]1Oc2cc(C#CC3CCCCC3)ccc2S(=O)(=O)N([C@H](C)CO)C[C@H]1C	-2	-3.0	11	-8	-13	49	-1[16.7 µM]	-3
